Peg3 imprint: inducers of genomic imprint erasure in mouse ES cells; Potency, µM (top dose mostly 60.7 µM), for the others: at the highest dose activity change, positive = activation, hits mostly activators; mouse ES Peg3-LacZ reporter, beta-gal luminescence, 40 h; 0.02% of 110,000 active;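 also: 0% = negative control wells on the plate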
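Readout: BetaGlo luminescence (5 min, room temp) for LacZ from the normally silent maternal Peg3 allele in female Peg3LacZ-Neo ES cells. Cells 300/well, 40 h, 37C, 5% CO2. Data normalized per plate to negative controls.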
IkB signaling: inhibitors of IkB signaling in ABC-DLBCL cells. ABC-DLBCL IkBa-CBG/CBR dual luciferase ratio, 4 h; response scale: scaled: untreated 0%, proteasome inhibitor 100%. Potency, µM (series often up to 57.1 µM), inactives show at the highest dose IkBa stabilization activation. 0.04% of 110,000 active. AID 445; active = well fitted curve in the direction sought with a large enough effect in the signal ratio, not every such curve was filed as active; inconclusive = small, poorly fitted or top-dose-only effect, or a change in a side signal; the % refers to the signal ratio;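 also: the direction sought is a rising ratio; 0% = basal untreated cells and 100% = reference inhibitor full response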
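In this assay, an IκBα–CBG68 fusion accumulates when IKK-driven degradation is blocked; native CBR normalizes for cell number. OCI-Ly3 cells were treated 4 h with compound and doxycycline, then green and red light read after Chroma-Glo addition.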
p53ts 39C tox: cytotoxicity in p53ts cells at nonpermissive temperature | H1299-p53A138V viability at 39C, ATP luminescence, 24 h | Potency, µM (titrated, usually from 46.1 µM), for the others: top-dose activity change, negative = cell killing, usual class: cytotoxic | 1.5% of 130,000 active | AID 902; also: nearly all actives have a fitted effect of over 55% in size
p53ts 32C tox: p53ts cell cytotoxicity, permissive temperature. H1299-p53A138V at 32C, ATP luminescence viability, 24 h. Potency, µM (titrated, usually from 46.1 µM), inactives show top-dose activity change, negative = cytotoxicity, most hits filed as cytotoxic. 0.93% of 130,000 active. AID 924;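 also: 0% = DMSO and -100% = full killing by reference compound; nearly all actives have a fitted effect of over 55% in size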
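Cells: H1299 p53ts (A138V), 600/well, pre-incubated 16–30 h at 37C. Cpd up to 46 uM, 24 h, 32C. Readout: ATPlite luminescence, 20 min RT. Normalization: DMSO vs tamoxifen 100 uM. AC50 by Hill equation.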
* hit, by the source's call; ? = inconclusive; . = no result given; [ ] = remark or other dose. Unless noted, calls follow the shape of the dose curve; as a rule, active = well fitted curve in the direction sought with a large enough effect; inconclusive = small, poorly fitted or top-dose-only effect, or another doubt; inactive = no such curve, though single readings can be large; an effect the other way counts as inactive or inconclusive. Unless noted, % is scaled to controls: 0 for no effect and ±100 for the full control effect; potency is read from the fitted curve at half-maximal effect.

SMILES	Peg3 imprint	IkB signaling	p53ts 39C tox	p53ts 32C tox
COc1cc2c(C(=O)NCc3ccc4c(c3)OCO4)cn(C)c(=O)c2cc1OC	-9%	-2.7%	-4%	1%
Cc1cc(C(=O)O)ccc1-n1c(C)ccc1C	-7%	-0.6%	6%	1%
Cc1ccc(Cl)cc1N1CCN(C(c2ccc(C#N)cc2)c2nnnn2C2CCCC2)CC1 (configuration not stated)	-5%	1.2%	-21%	3%
Cc1ccc(Cl)cc1N(C)C(=O)c1noc2c1CCCCC2	-6%[10.9 µM]	?	6%	2%
CC(=O)OC1CC2C(C)(C)C(=O)CC[C@]2(C)C2CC[C@@]3(C)C(c4ccoc4)OC(=O)C4OC43[C@]12C (some centres not stated)	-9%	.	3%	9%
CCN1C(=O)NC2C1N(S(C)(=O)=O)CCN2S(C)(=O)=O (configuration not stated)	2%	2.0%	10%	-5%
N#Cc1nc(Cc2cccc3ccccc23)oc1NCCCn1ccnc1	-11%	0.0%	-16%	-5%
Cc1ccc(-c2cn3cccnc3n2)cc1NC(=O)C(C)(C)Oc1ccc(Cl)cc1	-6%[10.9 µM]	?	-15%	-1%
COc1ccc(NC(=O)C(=O)NCC2(c3ccc(OC)c(OC)c3)CCCC2)cc1	-8%[10.9 µM]	-0.1%	-11%	-8%
COc1ccccc1C(=O)Nc1c(C(=O)N2CCN(c3ccc(F)cc3)CC2)oc2ccccc12	2%[10.9 µM]	?	-15%	-4%
CCc1cccc(C)c1NS(=O)(=O)c1ccc(-c2cc(C)no2)s1	-16%[10.9 µM]	-1.4%	-22%	0%
O=C(COC(=O)c1cc(S(=O)(=O)N2CCOCC2)ccc1O)NCC1CCCO1 (configuration not stated)	-3%	0.2%	0%	1%
O=C(NC(Cc1cc(=O)[nH]c2ccccc12)C(=O)O)c1ccc(Cl)cc1 (configuration not stated)	-6%	.	-10%	-2%
CCOc1ccc(-c2[nH]nc3c2C(c2cccnc2)C(C#N)=C(N)O3)cc1 (configuration not stated)	?	3.0%	0%	-1%
CCOC(=O)N1CCC(NC(=O)c2cc(C(=O)NCc3ccc(F)cc3)ccc2CO)CC1	-5%	-0.8%	-6%	-2%

Single records (already shown). Order of screens: Peg3 imprint, IkB signaling, p53ts 39C tox, p53ts 32C tox
Cc1cc(C(=O)O)ccc1-n1c(C)ccc1C as listed: -7%, -0.6%, 6%, 1%
CCN1C(=O)NC2C1N(S(C)(=O)=O)CCN2S(C)(=O)=O (configuration not stated) as listed: 2%, 2.0%, 10%, -5%

(next part)
SMILES	Peg3 imprint	IkB signaling	p53ts 39C tox	p53ts 32C tox
CCC(=O)OCN1C(=O)C=CC1=O	-37%[inhibitor][10.9 µM]	8.3%[11.4 µM]	-1%[9.22 µM]	10%[9.22 µM]
Cc1ccccc1CNc1ncnc2c1ncn2[C@@H]1O[C@@H](CO)[C@H](O)[C@@H]1O	.	?	-13%	-12%
COc1ccccc1-n1nnnc1SCc1cc2c(cc1Br)OCO2	-4%	1.6%	10%	-6%
O=C(CCS(=O)(=O)c1nc(-c2ccc3c(c2)OCO3)cc(C(F)(F)F)n1)Nc1ccc(Br)cc1	-10%[10.9 µM]	?	3.2µM*	?
Cc1ccc(-c2nn3c(C)nnc3c3ccccc23)cc1S(=O)(=O)N1CCN(CCO)CC1	-5%	8.9%	14%	21%
O=C(CN1CCCc2ccccc21)NC(=O)NCc1ccco1	1%	0.8%	1%	18%
CCSc1nnc(NC(=O)CSc2nc(CC)nc3c2c(=O)n(C)c(=O)n3C)s1	-14%	2.0%	2%	-7%
Cc1ccc(-c2cc(-c3ccc(Cl)cc3)c(C#N)c(N)n2)o1	-42%[inhibitor]	?	11%	-5%
COc1ccc(C(=O)c2cn(CC(=O)Nc3cc(OC)cc(OC)c3)c3ccc(OC)cc3c2=O)cc1	-9%[10.9 µM]	?	-9%	18%
Cc1ccc(N(CC(O)CN2CCCC2)S(=O)(=O)c2ccccc2)cc1 (configuration not stated)	-8%	-0.4%	10%	-1%
Cc1ccc2oc(=O)c3cnn(CC(=O)N4CCN(c5cccc(C(F)(F)F)c5)CC4)c3c2c1	8%[10.9 µM]	?	-9%	-9%
CCCc1cc(=O)[nH]c2nnc(SCC(=O)Nc3ccc(OC)cc3)n12	?	3.5%	-4%	6%
COc1c(C)cccc1C(=O)Nc1ccc(N2CCN(S(C)(=O)=O)CC2)cc1	-15%	0.2%	-5%	-4%
CCOc1ccccc1NC(=O)CSc1nnnn1Cc1ccccc1	-8%	-0.1%	15%	8%
CCOc1ccc(NC(=O)c2oc3ccccc3c2NC(=O)C(C)Oc2ccccc2)cc1 (configuration not stated)	-16%[10.9 µM]	2.0%	-5%	3%

Gathered by group: the entries above containing a COOH group (2)
SMILES	Peg3 imprint	IkB signaling	p53ts 39C tox	p53ts 32C tox
Cc1cc(C(=O)O)ccc1-n1c(C)ccc1C	-7%	-0.6%	6%	1%
O=C(NC(Cc1cc(=O)[nH]c2ccccc12)C(=O)O)c1ccc(Cl)cc1 (configuration not stated)	-6%	.	-10%	-2%

The list goes on.
SMILES	Peg3 imprint	IkB signaling	p53ts 39C tox	p53ts 32C tox
Cc1cc(NC(=O)c2cn(C3CCCCC3)c(=O)c3c2c2ccccc2n3C)no1	-7%	-2.7%	10%	4%
CCCOC(=O)Cc1c(O)c2ccccc2[nH]c1=O	2%	0.4%	-3%	-2%
Cc1ccc(C)c(NC(=O)C2CC(=O)N(C(C)C)C2)c1 (configuration not stated)	12%	2.5%	0%	-6%
O=C(NCC(=O)N(Cc1ccco1)C(C(=O)NC1CCCC1)c1ccncc1)c1cccs1 (configuration not stated)	.	.	-1%	-3%
O=C(NCCCN1CCCC1=O)c1cccc(C(F)(F)F)c1	6%	2.9%	10%	5%
Cc1ccc(CN2CCN(C(=O)c3ccco3)CC2)cc1	.	.	-1%	9%
CCOC(=O)CSc1nnc(Cc2cc(=O)[nH]c(=O)[nH]2)n1-c1cccc(OC)c1	-5%	-1.0%	3%	1%
CCC(C)n1cnc2c(c1=O)c1nc3ccccc3nc1n2Cc1ccccc1OC (configuration not stated)	-11%	1.7%	-7%	2%
Cc1ccc2c(c1)N(Cc1ccccn1)C(=O)C(C)O2 (configuration not stated)	-7%	0.7%	2%	5%
CCCNC(=O)OC[C@@H]1O[C@H](CCO/N=C(\C)CCC(=O)OC[C@@H]2O[C@H](c3ccccc3)C=C[C@@H]2Oc2ccc(OC)cc2)C=C[C@@H]1Oc1ccc(OC)cc1	.	.	2%[9.22 µM]	5%[9.22 µM]
CCOc1ccc(CCn2c3c(c(=O)[nH]c2=O)C(NC(=O)c2ccccc2)(C(F)(F)F)C(=O)N3)cc1OCC (configuration not stated)	-21%[10.9 µM]	-0.7%	32%[activator]	5%
CC(Sc1nc2c(c(=O)n(C)c(=O)n2C)n1Cc1cc2c(cc1Cl)OCO2)C(=O)O (configuration not stated)	-29%	1.2%	12%	-8%
N#CC1=C(N)SC(N)=C(C#N)C1CCC1CCCCC1	-16%	?	-8%	7%
CCOC(=O)CN1CC23C=CC(O2)C(C(=O)NCc2ccc(C)cc2)C3C1=O (configuration not stated)	-5%	-2.6%	-5%	-1%
COCCCn1c(Cc2csc(Nc3ccccc3)n2)nnc1SCC(N)=O	.	.	3%	3%
COc1ccc(CCNc2nc(-c3ccccc3OC)cc(C(F)(F)F)n2)cc1OC	-6%[10.9 µM]	?	-7%	-1%
CN(C)C=Nc1ncc2c3ccccc3n(Cc3ccccc3)c2c1C#N	-7%	-0.7%	-5%	5%
Cc1cccc(N(C)S(=O)(=O)c2ccc3c(c2)NC(=O)CC(=O)N3)c1	-2%[10.9 µM]	0.7%	9%	-4%
Cc1ccccc1NC(=O)CN(C)S(=O)(=O)c1cccc2nsnc12	-9%[10.9 µM]	-0.9%	20%	8%
Cc1cc(C)c(S(=O)(=O)NCC(c2ccc(N(C)C)cc2)N2CCOCC2)c(C)c1 (configuration not stated)	-12%[10.9 µM]	-0.5%	-15%	2%
Cc1nc2ccn(Cc3cccs3)c(=O)c2cc1C(=O)Nc1ccccc1	9%[10.9 µM]	1.6%	-14%	-4%
Cc1ccc(CNC(=O)c2cccc(-n3cnnn3)c2)cc1	0%	-0.4%	-5%	-6%
CCn1c(SCC(=O)NCc2cccs2)nnc1-c1cccs1	3%	-0.9%	4%	5%
Cc1nc2c(-c3ccc(F)cc3)c(C)nn2c(C)c1CCC(=O)NC(C)CCc1ccco1 (configuration not stated)	-21%	?	3%	19%
COc1cccc(Oc2nc3c(c(=O)n(Cc4ccccc4Cl)c(=O)n3C)n2C)c1	-9%[10.9 µM]	1.2%	-1%	4%
CCCN1C(=O)c2cc(C(=O)NC3CCCCCC3)ccc2C1O (configuration not stated)	-50%[inhibitor]	-1.8%	-26%	-19%
CC1(C)Cc2c(sc3nc(-c4cccs4)n(N)c(=O)c23)CO1	-12%	?	?	?
Cn1c2ccccc2c(=O)n2c(=O)c3ccccc3cc12	-39%[inhibitor]	1.7%	-14%	-7%
Cc1cc(OC(C)C(=O)N(Cc2ccc(N(C)C)cc2)Cc2ccco2)ccc1Cl (configuration not stated)	10%[10.9 µM]	?	-15%	0%
COc1ccc(NC(=O)c2ccc3c(SCC(=O)O)c4c(nc3c2)CCC4)c(OC)c1	21%[10.9 µM]	?	-9%	-10%
CC1=Nn2c(nnc2-c2cc(-c3ccccc3)n[nH]2)SC1	-11%	0.8%	-5%	-5%
COc1ccc(NC(=O)CSc2nnc(CNc3ccc(F)cc3)o2)c(OC)c1	3%	2.0%	-11%	-6%
Cc1ccc(Cc2cnc(NC(=O)c3ccc4c(c3)CC(c3ccccc3)OC4=O)s2)cc1 (configuration not stated)	-8%[10.9 µM]	0.1%	-14%	-9%
COc1cc(C2C(C(C)=O)=C(C)Nc3ncnn32)ccc1O (configuration not stated)	-7%	0.5%	-2%	-2%
Cc1c(C(=O)NCCCN2CCOCC2)sc2nc(-c3ccc(F)cc3)cn12	-19%	-1.6%	-2%	-11%
CCN(CC)S(=O)(=O)c1ccc(Br)c(OC)c1	-14%	1.3%	5%	1%
COc1cc(C(=O)N2CCN(c3cc(Cl)ccc3Cl)CC2)cc(OC)c1OC	-19%	?	-1%	-5%
O=C(Oc1c(CN2CCOCC2)cc(Cl)c2cccnc12)c1ccc(F)cc1	-30%[inhibitor]	17%	?	-19%
COc1ccc(CCNC(=O)c2ccc3nc(-c4ccco4)c(-c4ccco4)nc3c2)cc1OC	-19%	?	-2%	?
C/C(CCC(=O)OC[C@@H]1O[C@H](C#Cc2ccccc2)C=C[C@@H]1Oc1ccc(C)cc1)=N/OC[C@@H](C)[C@H](OCc1ccccc1)C(C)C	.	.	-4%[9.22 µM]	-6%[9.22 µM]
COc1ccc(-c2nc3cnc(N4CCNCC4)nc3n(CCC#N)c2=O)cc1	.	-1.8%[11.4 µM]	-8%	-14%
Cc1ccc(NC(=O)Cn2c(=O)n(Cc3ccc4c(c3)OCO4)c(=O)c3ccccc32)cc1	-6%[10.9 µM]	0.5%	3%	-1%
Cn1c(Cn2c(=O)sc3ccccc32)nnc1SCC(=O)NCc1ccco1	-3%	1.8%	-13%	-3%
COc1cccc(CNc2ccc(N3CCCCC3)cc2)c1OC	-22%	?	-4%	?
Cc1ccc(-c2noc(CN(C3CCCCC3)S(=O)(=O)c3ccc(Cl)cc3)n2)cc1	-11%[10.9 µM]	?	-7%	9%
CCC(C(=O)NCc1cc(OC)ccc1OC)n1nc(C)c2sc3ccccc3c2c1=O (configuration not stated)	12%[10.9 µM]	2.1%	-2%	2%
CCn1c2ccccc2c2cc(NC(=O)COc3cc(C)c(Cl)c(C)c3)ccc21	13%[10.9 µM]	4.3%	-14%	-1%
CC(O)c1c(OCc2ccccc2)ncnc1OCc1ccccc1 (configuration not stated)	-24%	-0.7%	-25%	11%
O=C(NCCc1csc2nc(-c3ccccc3F)nn12)c1ccccc1C(F)(F)F	-9%[10.9 µM]	?	5%	1%

3 compounds drawn at random from those above, as already listed:
SMILES	Peg3 imprint	IkB signaling	p53ts 39C tox	p53ts 32C tox
CCC(C(=O)NCc1cc(OC)ccc1OC)n1nc(C)c2sc3ccccc3c2c1=O (configuration not stated)	12%[10.9 µM]	2.1%	-2%	2%
CC(O)c1c(OCc2ccccc2)ncnc1OCc1ccccc1 (configuration not stated)	-24%	-0.7%	-25%	11%
CCn1c2ccccc2c2cc(NC(=O)COc3cc(C)c(Cl)c(C)c3)ccc21	13%[10.9 µM]	4.3%	-14%	-1%

Assay outcomes (PubChem)

Rows were taken by chance (roughly 1.8% active in at least one column).
